LNCaP diff act – activators of LNCaP prostate cell differentiation; flow cytometry side scatter, 4 d; side scatter shift, % at 10 µM; actives 0.56% (n = 24,000); AID 795;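 active = side scatter shift above 30%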;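 also: androgen-responsive LNCaP prostate cancer cells in charcoal-stripped serum medium; percent of cells past a gate set so DMSO wells show 10% shift; higher shift means more granular cells and more differentiation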
VLA-4 antagonist – inhibitors of LDV-FITC ligand binding to Mn2+-activated human VLA-4 integrin | P13612 | Jurkat cells, LDV-FITC binding with Mn2+, flow cytometry; 100% = Mn2+-driven binding gain fully reversed | inhibition, % at 10 µM (by protocol) | actives 0.2% (n = 24,000);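 active = inhibition above 50%; inconclusive = compound itself fluorescent, judged against control cell fluorescence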;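 also: 0% = Mn2+ stimulated cells lacking compound and 100% = ligand binding without Mn2+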
Target sequence (P13612 whole entry, looked up): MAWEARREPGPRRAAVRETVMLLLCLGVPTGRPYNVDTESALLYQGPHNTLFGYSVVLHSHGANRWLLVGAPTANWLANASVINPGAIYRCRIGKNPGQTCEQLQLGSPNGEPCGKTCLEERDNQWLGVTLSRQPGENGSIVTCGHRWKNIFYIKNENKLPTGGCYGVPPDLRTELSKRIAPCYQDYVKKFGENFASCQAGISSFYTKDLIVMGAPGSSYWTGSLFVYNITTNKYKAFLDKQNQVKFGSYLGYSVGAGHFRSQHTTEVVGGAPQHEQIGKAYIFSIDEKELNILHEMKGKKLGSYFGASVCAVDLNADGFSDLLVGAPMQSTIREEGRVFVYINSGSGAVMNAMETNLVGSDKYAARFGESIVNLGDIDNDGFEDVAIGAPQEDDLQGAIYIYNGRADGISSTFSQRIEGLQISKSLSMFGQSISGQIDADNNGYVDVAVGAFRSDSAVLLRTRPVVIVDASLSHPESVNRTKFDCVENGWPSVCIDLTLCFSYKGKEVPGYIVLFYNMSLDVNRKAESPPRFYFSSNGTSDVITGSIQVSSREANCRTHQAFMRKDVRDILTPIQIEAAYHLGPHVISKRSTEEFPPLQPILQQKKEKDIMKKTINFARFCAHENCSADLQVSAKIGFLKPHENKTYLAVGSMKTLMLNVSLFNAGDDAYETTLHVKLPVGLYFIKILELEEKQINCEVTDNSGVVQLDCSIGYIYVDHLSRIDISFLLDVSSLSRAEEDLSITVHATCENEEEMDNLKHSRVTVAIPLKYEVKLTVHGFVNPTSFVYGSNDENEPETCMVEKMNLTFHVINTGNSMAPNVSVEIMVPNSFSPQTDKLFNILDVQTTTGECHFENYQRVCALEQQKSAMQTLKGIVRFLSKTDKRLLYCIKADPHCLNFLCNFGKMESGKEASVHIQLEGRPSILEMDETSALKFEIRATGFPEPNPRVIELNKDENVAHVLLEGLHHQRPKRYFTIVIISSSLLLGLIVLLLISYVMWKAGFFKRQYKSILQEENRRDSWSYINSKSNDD
Jurkat autofluor – counter-screen for VLA-4 integrin: compound autofluorescence in Jurkat cells; fluorescence ratio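 (tested at 10 µM compound in the well)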; actives 0.61% (n = 24,000); flow cytometry; hits give high values; 1 = vehicle-only cell background;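 active = fluorescence ratio above 2.44, which is 1 plus 3 SD of all ratios; inconclusive = signal too bright to measure linearly, ratio around 10 or more; inactive = fluorescence ratio below 2.44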;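 also: green fluorescence of cells measured with 488 nm excitation and 530 nm emission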
VLA-4 agonist – allosterically activates the human VLA-4 integrin; 24,000 tested, under 10 active; Jurkat cells, LDV-FITC binding, flow cytometry; AID 528; activation, % at 10 µM (by protocol);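 active = fluorescent ligand binding to cells raised by more than 40% of the manganese-induced maximum; inconclusive = compound's own fluorescence above 85% of the ligand control signal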;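 also: 0% = ligand binding without compound and 100% = manganese-stimulated maximal binding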
The depositor's hits bear a star; ? = inconclusive; · = no result given. The list is partial; count on the stated rates, not on these rows.

Results follow in this order: LNCaP diff act	VLA-4 antagonist	Jurkat autofluor	VLA-4 agonist
- C1CSC2(N1)C1CC3CC(C1)CC2C3 (configuration not stated)
    14	-27	1	5
- CC(C)(C)c1ccc(-c2cc(N)n[nH]2)cc1
    13	-1	1.1	-2
- CCn1cc(C(=O)NCc2ccco2)c(=O)c2cc(F)c(N3CCN(C(=O)c4ccco4)CC3)cc21
    10	9	1.2	-15
- Cn1c(=O)c2c(O)cc(=O)n(-c3ccccc3)c2n(C)c1=O
    17	-6	1	-3
- O=c1c2ccccc2[nH]c(=S)n1CCN1CCC(=C(c2ccc(F)cc2)c2ccc(F)cc2)CC1
    1	-4	1	1
- Cc1nc(NC(=O)C23CCC(C)(C(=O)O2)C3(C)C)sc1C (configuration not stated)
    4	-10	0.93	2
- Cn1c(SCC(=O)Nc2ccc(F)cc2F)nnc1-c1cccnc1
    9	-1	1	5
- COc1cccc(-c2cc(C(F)(F)F)nc(N3CCC(C)CC3)n2)c1
    3	-8	1.1	-6
- CN(C)S(=O)(=O)c1ccc(S(=O)(=O)N2CCN(CCC#N)CC2)cc1
    9	-13	1.1	9
- Cc1nc2ccccc2c2oc(C(=O)N3CCC(N4CCCCC4)CC3)cc12
    10	-2	1	2
- O=C(c1ccco1)N1CCN(S(=O)(=O)c2ccc(C3CCCCC3)cc2)CC1
    10	-2	1.1	3
- CCCNS(=O)(=O)c1cc(Br)cc2c1N(C(=O)CC)CC2
    2	3	1.1	-4
- O=S(=O)(c1cccc(-c2nnco2)c1)N1CCCC1
    11	-4	1.1	5
- Cn1c(=Nc2ccc(N3CCOCC3)cc2)ccc2ccccc21
    2	-8	1	9
- Cc1oc(-c2cccc(Cl)c2)nc1CN1CCC(C(=O)NCc2ccco2)CC1
    8	?	1.2	?
- O=C(CCN1C(=O)C2CC=C(Cl)CC2C1=O)NC1CCCCC1 (configuration not stated)
    22	-13	1.1	-15
- COc1cc2c(cc1OC)CN(CC(=O)Nc1cccc(C)c1)CC2
    19	2	1.1	3
- CCn1c(=O)n(CC(=O)Nc2cccc(OC)c2)c(=O)c2ccccc21
    6	-7	0.91	9
- CCOc1cc(C)c(C(C)C)cc1S(=O)(=O)N1CCN(C)CC1
    19	-34	1	12
- COc1ccccc1CNC(=O)CN(c1ccc(C)cc1)S(=O)(=O)c1c(C)nn(C)c1C
    15	6	0.94	1
- O=C(c1ccco1)N1CCN=C1SCc1cccc(F)c1
    14	-8	1	0
- COc1nc(Oc2ccc(C(=O)OCC(N)=O)cc2)nc(N(C)C)n1
    8	-8	1.1	2
- CCOC(=O)c1cnc2ccc(OCC)cc2c1N1CCN(C)CC1
    4	4	1.1	-5
- O=C(NCCc1ccccc1)c1cc(-c2ccc3c(c2)OCO3)on1
    13	5	1	-1
- O=C(Nc1cc(C(F)(F)F)ccc1Cl)c1cc(C2CC2)on1
    21	-19	0.99	5
- COC1(OC)N=C(N)C2(C#N)C(c3ccc4c(c3)OCO4)C12C#N (configuration not stated)
    12	-2	1.1	2
- O=C(O)Cn1c(-c2ccccc2)nc2ccccc21
    8	6	1	-9
- CCc1nc2sc3ccccc3c(=O)c2c(=O)n1Cc1ccco1
    3	?	1.2	?
- CC(C)(C)n1ncc2c(=O)n(CC(=O)NCc3ccco3)cnc21
    8	-9	1.1	3
- CCOC(=O)c1cc2c(=O)n3cccc(C)c3nc2n(Cc2ccco2)c1=NC(=O)c1cccnc1
    9	?	5.5*	?
- CCOc1ccc(C(=O)CN2CCN(S(=O)(=O)c3ccc(OC)cc3)CC2)cc1
    5	5	1.1	-5
- CCc1cccc(NS(=O)(=O)c2ccc3c(c2)oc(=O)n3C)c1
    11	-13	1.1	-1
- CN(C(=O)c1ccno1)c1nnc(-c2cnccn2)s1
    3	-7	1.1	4
- Cc1cc(C(=O)Nc2sc3c(c2C#N)CCCC3)no1
    3	-11	0.9	-3
- O=c1[nH]c(N2CCCCC2)nc2c1CCCC2
    3	-9	0.96	-8
- O=C(c1ccc2nc(N3CCCCC3)sc2c1)N1CCN(Cc2ccc3c(c2)OCO3)CC1
    4	13	1.2	-11
- O=C(O)CC(Cn1cnnn1)c1ccccc1 (configuration not stated)
    2	-12	1	2
- C=CCN(C(=O)Cn1c(C(=O)OC)cc2oc(C)cc21)c1ccccc1
    5	-24	1.2	-1
- Cc1ccc(-c2ccc(=O)n(CC(=O)N3CCN(c4cccc(C)c4)C(C)C3)n2)cc1 (configuration not stated)
    2	3	1	-9
- Cc1ccc(-n2nc(C)c3cc(C(=O)O)sc32)cc1
    10	-14	1.1	-3
- Cc1noc(/C=C/N(C)C)c1S(=O)(=O)N1CCCC(C(=O)NC(C)c2ccccc2)C1 (configuration not stated)
    10	-7	1.2	-2
- Cc1ncc([N+](=O)[O-])n1CCO
    3	-12	1	2
- CC(=O)c1cccc(S(=O)(=O)N2CCC(n3nnc4cc(F)ccc43)CC2)c1
    11	-14	0.96	6
- O=C(CSc1ncnc2c1oc1ccccc12)NCc1ccco1
    5	-8	1	2
- Cc1cc(-c2ccc(F)cc2)nc2cc(C(N)=O)nn12
    17	-4	1	-6
- O=c1c2ccccc2c(C=Nc2ccc(Cl)cn2)c(O)n1-c1cc(Cl)ccc1N1CCOCC1
    13	-2	1.1	-4
- CCC(=O)Nc1cc(C(=O)NCC2CCCN2CC)c(OC)cc1N(C)C (configuration not stated)
    7	4	1.1	4
- CCN(CC)S(=O)(=O)c1ccc(C(=O)N2CCN=C2SC)cc1
    5	17	0.86	7
- O=C(Nc1ccccc1Cl)N1CCN(c2ccc3nnc(-c4ccc(F)cc4)n3n2)CC1
    1	-4	1.1	-1
- Cc1csc(NC(=O)C2CCCN(S(=O)(=O)c3cnc[nH]3)C2)n1 (configuration not stated)
    8	2	1	2
- C[C@]12CC[C@@H]3c4ccc(O)cc4C(=O)C[C@H]3[C@@H]1CC[C@@H]2O
    2	-16	1	2
- CCc1c(C)sc(NC(=O)c2cc(C)on2)c1C#N
    2	-17	0.91	4
- Cc1ccc(NC(=O)c2ccco2)cc1NC(=O)CSc1nnc(-c2cccs2)n1C
    7	-25	1	0
- CC(NC(=O)c1cccs1)C(c1cccs1)N1CCN(Cc2ccccc2)CC1 (configuration not stated)
    6	18	1	2
- COc1ccccc1Nc1ncnc2c1cnn2-c1cccc(C)c1
    7	14	1.1	-5
- CC(C)c1ccc(-c2nc(N3CCOCC3)[nH]c(=O)c2C#N)cc1
    6	-14	1.2	1
- CC(C)N(Cc1nc(-c2ccccc2)no1)C(=O)COc1ccccc1
    4	20	1.1	-3
- Cn1cccc1Cc1nnc(SCC(=O)Nc2ccc3c(c2)OCO3)n1-c1ccc(F)cc1
    16	6	0.95	1
- COc1ccc(N(CC(=O)N2CCCCC2)S(=O)(=O)c2ccccc2)c(OC)c1
    10	0	0.96	2
- O=C(OCC#CCSc1nnc(-c2ccc(Br)cc2)o1)c1ccco1
    20	?	1.1	?

Next part; the last 4 above are carried over.
compound,LNCaP diff act,VLA-4 antagonist,Jurkat autofluor,VLA-4 agonist
CC(C)N(Cc1nc(-c2ccccc2)no1)C(=O)COc1ccccc1,4,20,1.1,-3
Cn1cccc1Cc1nnc(SCC(=O)Nc2ccc3c(c2)OCO3)n1-c1ccc(F)cc1,16,6,0.95,1
COc1ccc(N(CC(=O)N2CCCCC2)S(=O)(=O)c2ccccc2)c(OC)c1,10,0,0.96,2
O=C(OCC#CCSc1nnc(-c2ccc(Br)cc2)o1)c1ccco1,20,?,1.1,?
COC(=O)C1=C(N)Oc2cc(C)[nH]c(=O)c2C1c1ccncc1 (configuration not stated),6,-1,0.94,0
CCOC(=O)c1ccccc1NC(=O)CC(C)CC(=O)O (configuration not stated),16,-36,1.1,10
COc1ccc(-c2nc(CCNC(=O)c3ccco3)cs2)cc1OC,5,-1,1,4
Cc1cc(=O)n2nc(N3CCC(C(=O)N4CCN(C)CC4)CC3)sc2n1,17,-5,0.99,5
COc1ccc(N(CC(=O)NCc2ccccc2OC)S(=O)(=O)c2c(C)nn(C)c2C)cc1,2,-6,0.94,3
Cc1cc(C)n(-c2nc3nonc3nc2-n2nc(C)cc2C)n1,5,2,1.1,-2
Cn1c(C(=O)OC(C(=O)NC2CCCC2)c2cccnc2)cc2sccc21 (configuration not stated),9,-6,1.1,2
COc1ccc(N2CCN(c3ccc(NC(=O)C4CCCCC4)cc3C#N)CC2)cc1,3,2,1.1,-4
COc1ccc(-n2nc(C(=O)Nc3ccc4c(c3)OCO4)c3ccccc3c2=O)cc1,5,19,0.93,-2
COc1cc(Cl)c(C)cc1NC(=O)COC(=O)c1cnc(C)cn1,12,-14,1,6
Cc1cc(-c2ccccc2)nc2cc(C(N)=O)nn12,3,-18,1.1,0
CCCCCCNC(=O)c1c(N)n(/N=C/c2ccco2)c2nc3ccccc3nc12,11,-19,1.1,2
CN(C)CC(=O)N1c2ccccc2CCc2ccc(NC(=O)c3ccc(N)cc3)cc21,14,-13,0.96,3
COC(=O)Nc1ccc(NC(C)=O)cc1,2,-34,0.97,10
Cc1ccc(C(C)n2cc(C(=O)NCCN3CCN(C)CC3)nn2)cc1 (configuration not stated),10,-4,1.1,-4
CCOc1ccc(C2C(=O)N(C3CCCCC3)CC(=O)N2CC2CCCO2)cc1OC (configuration not stated),5,-14,0.97,0
Cc1cc2oc3c(c(=O)c2cc1C)C(c1ccc(C(C)C)cc1)N(CCCN1CCOCC1)C3=O (configuration not stated),11,6,1.1,-8
COC(=O)c1c(-c2ccc(C)cc2)csc1N,10,4,0.96,2
Cc1ccc(S(=O)(=O)N2CCN(CCO)CC2)cc1-c1nnc2c3ccccc3c(C)nn12,6,0,1.1,-2
Cc1onc(-c2ccccc2Cl)c1C(=O)Nc1cnn(Cc2ccccc2)c1,5,-3,1,0
CCC(C)(C)NC(=O)C(c1ccco1)N(C(=O)Cn1nnc2ccccc21)c1ccc2c(c1)OCO2 (configuration not stated),7,-1,1.1,-1
COc1cc(-n2c(C)nc3cc(C(=O)N4CCOCC4)ccc32)cc(OC)c1OC,16,-11,1,7
CCCNC(=O)CS(=O)Cc1nc(-c2cccc(OC)c2)oc1C (configuration not stated),9,?,0.79,?
C=CCSc1nc2c(c(=O)[nH]c(=O)n2C)n1CC,5,-18,1,-2
[O-][N+]12CC[N+]([O-])(CC1)c1ccccc12,17,-28,1,5
Cc1ccc2cc(CN(CC(C)C)C(=O)C3CCCO3)c(=O)[nH]c2c1 (configuration not stated),21,14,1.3,3
Cn1nc(-c2ccc(Cl)cc2)c2cc(C(=O)NCCCN3CCOCC3)sc21,31*,16,1.2,-9
COc1ccccc1/C=c1\sc2nc(-c3ccncc3)nn2c1=O,9,-7,1.1,9
COC(=O)CCCCCNc1ccc(C(=O)OC)cc1N,7,-10,1.1,4
Cc1ccc(Cl)cc1N1CCN(C(=O)c2cc3c(=O)n(C)c4ccccc4c3n2C)CC1,·,5,1.1,6

Part of the list above, reduced to VLA-4 agonist and Jurkat autofluor:
compound,VLA-4 agonist,Jurkat autofluor
CCN(CC)S(=O)(=O)c1ccc(C(=O)N2CCN=C2SC)cc1,7,0.86
O=C(Nc1ccccc1Cl)N1CCN(c2ccc3nnc(-c4ccc(F)cc4)n3n2)CC1,-1,1.1
Cc1csc(NC(=O)C2CCCN(S(=O)(=O)c3cnc[nH]3)C2)n1 (configuration not stated),2,1
C[C@]12CC[C@@H]3c4ccc(O)cc4C(=O)C[C@H]3[C@@H]1CC[C@@H]2O,2,1
CCc1c(C)sc(NC(=O)c2cc(C)on2)c1C#N,4,0.91
Cc1ccc(NC(=O)c2ccco2)cc1NC(=O)CSc1nnc(-c2cccs2)n1C,0,1

Continuation:
compound,LNCaP diff act,VLA-4 antagonist,Jurkat autofluor,VLA-4 agonist
CC(=O)Oc1ccc(-c2ccc(C(=O)O)cc2)cc1,3,-14,1.1,2
COc1cccc(Nc2cc(C)nc3ccccc23)c1,9,?,2.4,?
CCOc1ccc(C2C(C#N)=C(N)Oc3cc(C)n(Cc4ccco4)c(=O)c32)cc1OC (configuration not stated),4,0,1.1,0
Cc1cc(C)c2cc3c(ccn3C3OC[C@H](O)[C@H](O)[C@H]3O)cc2n1 (some centres not stated),4,-9,1.6,9
c1nnc(NC2=NCCCCC2)s1,6,-4,0.98,-4
COc1cc(C(=O)NCCC(=O)NCCN2CCOCC2)cc(OC)c1OC,2,-1,1,3
Cc1ccc(C(C(=O)NC2CCCCC2)N(C(=O)c2csnn2)C2CCCC2)o1 (configuration not stated),7,-15,0.96,4
CCN(CC)CCOC(=O)c1cccc(OC)c1,6,-28,1.1,4
CCOc1ccccc1C1CC(=O)NC2=C1C(=O)CC(C)(C)C2 (configuration not stated),2,-7,0.93,10
